High-throughput results from PubChem BioAssay.
BB579 growth dn: chemicals that inhibit yeast BB579 growth in restrictive medium (lifespan-shortening candidates); S. cerevisiae BB579 growth, OD615, 48 h; 140,000 compounds, 0.51% hits; AID 804; inhibition, % at 10 µM;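 active = inhibition above a set limit, 3 SD over the mean compound inhibition, cut at about 44% in these data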; also: inactives centre near -24
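test system = yeast BB579 (DeaD) | buffer or medium = restrictive CSMM-D medium | doses = single compound dose of 10 µM, 0.25% DMSO final | times = 4 h preincubation and 48 h exposure at 30 °C | technique = culture absorbance at 615 nm | benchmarks = amphotericin B 10 µg/mL, positive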
PTEN del growth: suppresses growth of cells with PTEN deletion. HCT116 PTEN-null viability, CellTiter-Glo, 60 h; hits give low values. viability, % at 10 µM. 140,000 compounds, 1.2% hits. AID 827;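 active = viability at or below a set limit, 4 SD under the median of all tested compounds, cut at about 3.7% in these data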;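 also: PTEN knockout HCT116 line with beta catenin targeted HCT116 as companion control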
HCT116 bCat-KO: beta-catenin-lacking colon tumor cell growth suppression; HCT116 beta-catenin knockout viability, CellTiter-Glo, 60 h; hits give low values; viability, % at 10 µM; 140,000 compounds, 1.5% hits;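 active = viability at or under a set limit, the compound median less 4 SD, cut at about 6% in these data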;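 also: 0% = Hyamine 1622 control at 20 µM and 100% = untreated cell control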
E-sel TNF inh: blocks E-selectin expression induced by TNF alpha | 120,000 compounds, 0.71% hits | inhibition, % at 2 µM | HUVEC TNFa-induced E-selectin immunofluorescence, high content | AID 1246;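 active = inhibition above the batch mean plus 3 SD, and confirmed as a hit on visual image review, cut at about 43% in these data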;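 also: 0% = TNF-stimulated DMSO wells and 100% = unstimulated control wells; not every result past the cut was called active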
GALR2 antag: GALR2 (human) receptor antagonism | O43603 | GALR2-expressing cells, antagonist mode | inhibition, % at 4 µM | 140,000 compounds, 0.39% hits; in the data active = inhibition above about 27%;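 also: cells stimulated with galanin 1-16 at roughly its EC80; 0% = agonist challenge control and 100% = basal control without agonist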
Target sequence (O43603 whole entry, looked up): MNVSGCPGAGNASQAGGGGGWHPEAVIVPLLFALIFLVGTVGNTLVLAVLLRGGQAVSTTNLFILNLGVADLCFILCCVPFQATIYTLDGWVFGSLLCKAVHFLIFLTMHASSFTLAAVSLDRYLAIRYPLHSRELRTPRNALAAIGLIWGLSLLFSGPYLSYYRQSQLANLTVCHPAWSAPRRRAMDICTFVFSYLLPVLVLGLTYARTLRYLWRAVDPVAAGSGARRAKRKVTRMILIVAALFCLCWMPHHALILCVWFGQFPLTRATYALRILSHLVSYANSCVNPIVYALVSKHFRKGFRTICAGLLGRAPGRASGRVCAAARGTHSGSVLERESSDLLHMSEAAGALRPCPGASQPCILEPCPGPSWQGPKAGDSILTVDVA
Phagocyt inh: blocks phagocytosis by macrophages; AID 1029; J774A.1 macrophage IgG-bead phagocytosis, imaging; 110,000 compounds, 0.07% hits; inhibition, % at 5 µM;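 active = inhibition above the mean of the plate negative controls plus 5 SD, cut at about 13% in these data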;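 also: phagocytic index as fraction of beads internalized from green versus red external bead signal; plate controls were DMSO negative control for no effect and cytochalasin-D positive control for full effect; some results beyond the cut were filed as inactive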
Measles CPE: protection of cells from measles virus; Measles virus-infected cells, CPE protection, absorbance; 140,000 compounds, 1.5% hits; protection (pct of control), % at 4 µM; in the data active = protection mostly above about 24%, no sharp cut-off; inactive = mostly below about 26%; also: some compounds called inactive have numbers as strong as hits
NPY Y2 blocker: antagonists of human neuropeptide Y receptor Y2. AID 793. NPY-Y2 expressing cells, antagonist mode. 140,000 compounds, 0.99% hits. inhibition, % at 2.7 µM. P49146; in the data active = inhibition above about 17%;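 also: 0% = vehicle with agonist challenge and 100% = reference antagonist with challenge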
Target sequence (P49146 whole entry, looked up): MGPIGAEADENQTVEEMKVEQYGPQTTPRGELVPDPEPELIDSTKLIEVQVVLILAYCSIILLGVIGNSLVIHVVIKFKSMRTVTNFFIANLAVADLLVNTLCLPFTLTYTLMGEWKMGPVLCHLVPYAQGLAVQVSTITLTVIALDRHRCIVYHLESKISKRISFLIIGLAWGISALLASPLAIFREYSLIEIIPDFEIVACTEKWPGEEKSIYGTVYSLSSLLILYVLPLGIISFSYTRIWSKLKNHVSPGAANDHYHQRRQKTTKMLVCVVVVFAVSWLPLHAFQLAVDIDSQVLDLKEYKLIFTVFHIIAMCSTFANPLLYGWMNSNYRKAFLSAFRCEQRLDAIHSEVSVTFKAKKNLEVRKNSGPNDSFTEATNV
Yeast life ext: yeast lifespan extension | inhibition of the nicotinamide effect, % at 10 µM | 130,000 compounds, 0.68% hits | S. cerevisiae growth with nicotinamide, OD615; deaD strain in restrictive glucose medium;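 active = inhibition above a set limit, placed 3 SD over the median of all compounds, cut at about 26% in these data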;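 also: 0% = nicotinamide-treated wells and 100% = cells grown without nicotinamide; some compounds called inactive have numbers as strong as hits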
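Assay system: engineered S. cerevisiae DeaD replicative-lifespan strain, galactose-grown log-phase cells; Buffer or medium: CSMM-D glucose medium, restrictive; Probe or stimulus: nicotinamide 1.5 mM; Compound: single dose 10 µM compound, 0.25% DMSO; Schedule: 4 h preincubation then 48 h treatment at 30 °C; Technique: OD615 measurement.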
MRP-1 activ: activators of MRP-1; H69AR cells + doxorubicin, viability rescue, CellTiter-Glo; viability increase, % at 10 µM; 140,000 compounds, 0.61% hits; AID 799;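 active = viability gain under doxorubicin at or above a set limit, the compound median plus 3 SD, cut at about 4.7% in these data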;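 also: MRP-1 overexpressing cells given doxorubicin 25 µM after compound pretreatment; 18-22 h compound pretreatment then 72 h with doxorubicin before readout; 0% = doxorubicin-only wells and 100% = vehicle-treated cells without doxorubicin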
The depositor's hits bear a star; · = no result given.

SMILES | BB579 growth dn | PTEN del growth | HCT116 bCat-KO | E-sel TNF inh | GALR2 antag | Phagocyt inh | Measles CPE | NPY Y2 blocker | Yeast life ext | MRP-1 activ
CCN(C(=O)Cn1c(=O)oc2ccccc21)C1CCS(=O)(=O)C1 (stereo not given) | -12.9 | 86.7 | 85.8 | 12.0 | -7.5 | -1.5 | 3.8 | 1.5 | -7.7 | -0.7
N/C(=N\OC(=O)c1cccc(Cl)c1)c1ccccn1 | -49.1 | 96.3 | 94.1 | 2.3 | -0.7 | -5.0 | 23.2 | 2.2 | -3.0 | -3.7
CC1=C(C(=O)Nc2cccnc2)C(c2ccccn2)n2nnnc2N1 (stereo not given) | -39.3 | 84.3 | 82.5 | -24.1 | -2.4 | · | 13.2 | 0.7 | -6.6 | -2.1
N#Cc1nc(-c2cccs2)oc1NCc1ccc2c(c1)OCO2 | -7.8 | 97.5 | 101.9 | 7.0 | -2.3 | -1.1 | 11.4 | 12.3 | -22.3 | -1.0
Cc1cccc(Sc2ccc([N+](=O)[O-])cn2)c1 | -3.4 | 97.7 | 89.6 | · | 14.6 | -0.3 | 20.9 | 2.4 | -2.6 | -0.7
N#Cc1nc(Cc2cccc3ccccc23)oc1NCc1ccc(F)cc1 | -23.3 | 36.1 | 53.0 | 12.8 | 6.8 | -0.7 | 8.0 | 4.8 | -18.9 | -3.6
Cc1occc1-c1nnc(SCC(=O)N(C)C)o1 | -7.1 | 99.0 | 100.9 | 6.0 | -1.0 | -0.1 | 1.7 | 2.0 | 0.9 | -3.0
CCN(CC)CCCN(Cc1cc2cc(OC)ccc2[nH]c1=O)C(=O)Nc1ccc(F)cc1 | 0.4 | 60.7 | 48.4 | 4.3 | -17.5 | -0.9 | 25.0 | 5.5 | -2.7 | -4.8
CCOc1ccc(CCNC(=O)CSc2cc(=O)n(CC)c3ccccc23)cc1OCC | -45.9 | 103.5 | 94.7 | -8.1 | 9.7 | -8.7 | 7.6 | 0.9 | 0.5 | -1.9
O=c1[nH]c2ccccc2n2c(-c3ccncc3)nnc12 | -13.9 | 83.9 | 88.8 | -41.8 | 10.2 | · | 2.9 | 3.2 | -23.8 | -1.9
O=C(CN(CCc1ccccc1)C(=O)CN1C(=O)COc2ccccc21)NCc1ccco1 | -52.8 | 77.0 | 91.8 | -34.2 | -1.1 | 0.5 | 3.3 | 2.0 | -8.8 | -1.5
Clc1ccc(OCc2nn3c(-c4ccco4)nnc3s2)c(Cl)c1 | -26.9 | 90.9 | 93.0 | 6.7 | -3.9 | 0.1 | 3.6 | 4.9 | -9.8 | 0.6
COc1ccc(-c2noc(CSc3nc4sc(C)c(C)c4c(=O)n3-c3ccccc3)n2)cc1 | -46.0 | 56.5 | 71.3 | · | -3.8 | -10.3 | 16.5 | -0.4 | 0.5 | -4.6
COc1ccc(C2Nc3ccccc3C(=O)N2c2ccccc2)cc1CSc1ccccn1 (stereo not given) | -20.8 | 83.0 | 84.6 | · | 7.7 | 1.1 | 4.5 | 8.3 | 3.9 | -0.1
CC1=CC(=O)c2ccccc2C1=O | 67.7* | 41.3 | 43.9 | · | 3.4 | · | 16.5 | 1.0 | 12.1 | -3.3
COc1cccc(NC(=S)N(Cc2ccco2)C(C)c2ccco2)c1 (stereo not given) | -24.8 | 80.8 | 91.9 | · | -5.3 | -2.2 | 10.0 | 1.2 | 17.2 | -0.5
CCOC(=O)c1sc2nc(CC(=O)OC)nc(NCCN(CC)CC)c2c1C | -12.7 | 82.7 | 89.8 | 3.6 | -9.1 | -0.9 | 39.8 | 1.0 | -7.9 | -1.8
CCC1(C)Cc2ccccc2-c2nc(NCCO)n(-c3ccccc3)c(=O)c21 (stereo not given) | -6.3 | 84.1 | 84.8 | -18.3 | 4.6 | · | 6.3 | -0.8 | · | 0.5
Cc1sc2nc(-c3cccnc3)nc(Cl)c2c1-c1ccccc1 | 18.0 | 86.9 | 89.9 | · | 0.1 | -8.2 | 25.1 | 3.0 | 0.6 | -1.5
COc1ccc2nc(NC(=O)CSc3nnc4n3C(C)(C)Cc3ccccc3-4)sc2c1 | -63.3 | 104.8 | 97.5 | · | 3.4 | -0.2 | 3.4 | -2.6 | -0.3 | -0.9
CCOC(=O)C1=C(CSc2nccn2C)NC(=O)NC1c1ccc(OC)cc1 (stereo not given) | 10.7 | 101.8 | 93.9 | 9.5 | -4.5 | -0.2 | 4.4 | 1.9 | -6.8 | -0.3
COc1ccccc1-c1cc(C(=O)N/N=C/c2sccc2C)c2ccccc2n1 | -39.9 | 61.5 | 61.2 | -12.4 | 1.8 | -1.3 | 3.9 | 10.4 | -1.1 | 1.5
Brc1ccc2[nH]c3c(N4CCc5ccccc5C4)ncnc3c2c1 | -72.0 | 18.3 | 21.8 | 8.0 | 14.4 | 0.1 | 10.6 | 2.7 | -26.1 | -2.6
Cc1nc(C#N)c(NCc2ccc3c(c2)OCO3)o1 | -5.4 | 98.0 | 104.1 | 14.3 | 8.6 | · | 8.3 | 6.5 | -16.6 | 0.4
Cc1cc(C(=O)N/N=C/c2ccc[nH]2)no1 | -14.4 | 90.8 | 95.3 | · | 2.5 | -1.1 | 14.2 | 1.0 | 3.0 | -2.6
CCN1C(=O)CC(Sc2ccccc2C(=O)O)C1=O (stereo not given) | -4.8 | 102.1 | 100.7 | 23.3 | 14.5 | -0.5 | 5.0 | 0.7 | -13.4 | -0.1
Cc1ccc(N2C(=O)c3n[nH]c(C)c3C2c2ccco2)cc1 (stereo not given) | -35.7 | 95.5 | 104.7 | 1.2 | 0.6 | -0.1 | 14.0 | 1.2 | -16.1 | -1.4
O=S(=O)(CCN1CCN(C(c2ccccc2)c2ccccc2)CC1)C(F)(F)F | -2.8 | 25.2 | 8.8 | · | 11.2 | -0.7 | 4.0 | 3.9 | -23.6 | -6.6
Cc1c(CCO)c(=O)n(C)n1C(=O)c1ccc(Cl)cc1 | -27.3 | 99.1 | 86.6 | 28.4 | 13.8 | · | 5.4 | 2.7 | -17.1 | -0.4
COc1ccc(NC(=O)N(CCN2CCCC2)Cc2cc3cc(OC)c(OC)cc3[nH]c2=O)cc1 | -44.6 | 92.9 | 98.6 | 1.2 | 0.7 | -0.7 | 33.9 | -1.6 | -7.3 | 0.4
c1cc(-n2cnnn2)ccc1NC1=NCCC1 | -51.0 | 96.5 | 99.3 | 28.6 | -0.9 | 0.6 | 4.6 | 1.1 | 1.2 | 1.5
O=c1[nH]c2cc(Br)cnc2nc1/C=C(\O)c1ccc(F)cc1 | -30.1 | 74.8 | 88.9 | · | -0.3 | · | 6.3 | -1.4 | -25.4 | -3.5
O=C(/C=C/c1cccc([N+](=O)[O-])c1)N1CCOCC1 | 8.9 | 109.5 | 97.0 | -16.8 | 4.8 | · | 23.3 | 2.8 | -1.5 | -0.3
CCNCC(O)COCC(O)CNCC (stereo not given) | -61.4 | 95.0 | 92.2 | -12.0 | -0.3 | · | 4.8 | 3.5 | -11.2 | -1.3
CCCCCCn1c(NCC)nc2c1c(=O)n(C)c(=O)n2C | -10.7 | 23.2 | 16.0 | 18.1 | 23.0 | 1.5 | 13.9 | 2.4 | -5.9 | -1.2
O=C(NCC(=O)N(Cc1ccco1)C(C(=O)NC1CCCC1)c1cccnc1)c1ccco1 (stereo not given) | 5.3 | 93.1 | 95.2 | 5.6 | 5.1 | · | 5.1 | 2.7 | · | -2.3
CCCN(CC1CC1)C(=S)Nc1ccc(Oc2ccccc2)cc1 | -4.3 | 100.4 | 89.7 | -11.3 | -16.9 | -5.1 | 4.6 | 0.3 | 4.0 | 0.9
Cc1cc(C)nc(SCCc2ccncc2)n1 | -69.8 | 110.9 | 105.4 | · | 4.0 | 2.2 | 5.0 | 2.1 | -4.3 | 0.6
Cc1cc(C)nc(N(C#N)Cc2ccccc2Cl)n1 | -28.9 | 97.7 | 91.5 | 1.5 | 5.6 | -0.6 | 14.5 | -0.5 | -9.2 | -3.2
CCOC(=O)c1sc(=S)n(-c2ccccc2)c1SC | -38.4 | 97.8 | 88.5 | 8.3 | -3.1 | · | 4.2 | 0.5 | -2.4 | -2.0
COc1ccc(CNC(=O)/C=C/c2ccc(OCCCF)cc2)cc1OC | -78.5 | 93.9 | 92.3 | 4.4 | -8.2 | · | 3.8 | -0.6 | 5.3 | 1.3
Cc1ccc(S(=O)(=O)ON2C(=O)c3ccccc3C2=O)c(C)c1 | -23.2 | 92.5 | 86.2 | · | -0.8 | 8.8 | 3.6 | 2.8 | -1.4 | 1.3
Cc1cc(C)n(-c2nc(-c3cccc(Cl)c3)cs2)n1 | -37.1 | 75.0 | 80.4 | · | 7.3 | 0.3 | 8.9 | 3.5 | -21.2 | -4.8
O=C1CN(C(=O)CC2c3ccccc3-c3ccccc32)CC(=O)N1 | -63.4 | 100.4 | 96.6 | 4.2 | -3.9 | · | 10.7 | 1.8 | -15.2 | -0.8
CCCCCCCCNC(=O)/C(C#N)=C/c1ccc(SC)cc1 | -57.2 | 87.0 | 97.5 | 4.7 | 5.3 | -5.1 | 9.5 | 11.4 | 6.5 | -3.6
Cn1cc(C(=O)c2ccc(F)cc2)cc1-c1nc2ccccc2n1C | -66.1 | 80.0 | 73.7 | -2.7 | 4.6 | 1.2 | 18.6 | 3.7 | -15.6 | 1.1
Nc1nonc1C(=O)NCCNCc1ccccc1 | 4.1 | 95.1 | 97.2 | · | 9.8 | 0.1 | 18.9 | 0.0 | -6.2 | -2.9
Cc1cc(C)n(C(C)n2nc(C)cc2C)n1 | -45.2 | 91.5 | 94.0 | 9.9 | -3.8 | -1.0 | 2.7 | -2.3 | -4.1 | -1.1
CN=C(Nc1cc(Cl)ccc1Cl)SC1CC(=O)N(c2ccc(C(=O)OC)cc2)C1=O (stereo not given) | 18.6 | 43.9 | 38.2 | -75.9 | -8.9 | -1.4 | 7.2 | 0.4 | -7.0 | -3.2
C=CCn1c(COc2ccccc2-c2ccccc2)nnc1SCC(=O)NC(=O)NCc1ccco1 | -51.1 | 87.7 | 86.3 | -3.5 | 5.9 | · | 37.3 | 4.8 | -5.9 | -2.7
COc1ccc(-c2nc3ccccc3c(=O)n2CCOc2cccc(C)c2C)cc1 | -19.6 | 82.6 | 84.0 | 29.6 | -8.1 | -7.6 | 7.1 | 2.2 | 2.5 | -1.3
COc1ccc(OC)c(N/C(C)=C/C(=O)c2ccc(C)o2)c1 | -17.8 | 92.5 | 90.3 | -6.3 | 6.2 | · | 19.7 | -0.1 | -6.9 | -0.5
COC1(OC)N=C(N)C2(C#N)C(c3ccccc3)NC(C)=CC12C#N (stereo not given) | -9.6 | 103.2 | 93.4 | -7.2 | 7.0 | 3.3 | 6.0 | 1.0 | -3.5 | -1.0

An unsorted share of the library; overall some 6.2% were active at least once.
